Bioassay records as filed in PubChem BioAssay.
Redox H2O2 prof = compounds producing H2O2 with reducing agent – biochemical, NIH compound library profiling, artefact control for MLSCN library redox annotation, primary screen; DTT-dependent redox cycling H2O2, phenol red/HRP absorbance; 100% = 100 µM peroxide control, 0% = buffer; activation, % at 10 µM; 200,000 compounds, 0.03% hits; AID 878;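 active = activation of at least 50% relative to the plate's high and low controls in the primary single-dose screen; inactive = activation below 50%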;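 also: compound incubated with DTT at 0.8 mM final as the reducing agent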
STAT1 act = increases IFN-gamma driven STAT1 reporter signal | NIH 3T3 STAT1-luciferase reporter, luminescence; 100% = IFN-gamma alone, no compound | activation (% of control), % at 5.5 µM | 200,000 compounds, 2.6% hits | AID 932;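 active = activation above the screen-wide mean activation plus 3 SD, cut at about 130% in these data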;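 also: raw ratio to IFN-gamma control signal so 100% means no change and 0% no light; values of inactives mirror those of a sister screen read the other way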
Efa HMGR inh = E. faecalis class II HMG-CoA reductase inhibition; purified E. faecalis HMGR, NADPH absorbance 340 nm kinetic; inhibition, % at 10 µM; 190,000 compounds, 0.41% hits; AID 1066;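 active = inhibition above a set limit, the median over all tested compounds plus 3 SD, cut at about 9.5% in these data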;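 also: enzyme runs in reverse so mevalonate oxidation gives rising NADPH absorbance; 0% = complete reaction with DMSO and 100% = background rate lacking mevalonate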
APP 5'UTR act = activates APP 5'UTR luciferase reporter | SH-SY5Y APP 5'UTR luciferase reporter, luminescence; zero percent = DMSO vehicle wells | activation, % at 2 µM | 190,000 compounds, 1% hits | AID 1276;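 active = activation above a set limit, based on mean plus 3 SD of controls, cut at about 140% in these data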; also: values of inactives mirror those of a sister screen read the other way
Hsp70 activator = switches on Hsp70 transcription | activation, % at 10 µM | AID 1203 | 200,000 compounds, 0.04% hits | HeLa Hsp70 promoter luciferase reporter, luminescence; scaled: vehicle 0, proteasome-inhibitor control 100%;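 active = activation above the mean across all tested compounds plus 3 SD, cutoff set per campaign, cut at about 5.5% in these data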;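 also: 100% = MG132 at 30 µM as the positive control and 0% = DMSO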
TLR4-MyD88 BLA = blocks binding of human TLR4 to MyD88. O00206+Q99836. inhibition, % at 8.4 µM. HeLa CL3-4 TLR4/MyD88 BLA complementation, FRET ratio. 200,000 compounds, 0.18% hits. AID 861; in the data active = inhibition above about 25%;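 also: 0% = vehicle and 100% = reference inhibitor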
Target sequence (O00206 whole entry, looked up): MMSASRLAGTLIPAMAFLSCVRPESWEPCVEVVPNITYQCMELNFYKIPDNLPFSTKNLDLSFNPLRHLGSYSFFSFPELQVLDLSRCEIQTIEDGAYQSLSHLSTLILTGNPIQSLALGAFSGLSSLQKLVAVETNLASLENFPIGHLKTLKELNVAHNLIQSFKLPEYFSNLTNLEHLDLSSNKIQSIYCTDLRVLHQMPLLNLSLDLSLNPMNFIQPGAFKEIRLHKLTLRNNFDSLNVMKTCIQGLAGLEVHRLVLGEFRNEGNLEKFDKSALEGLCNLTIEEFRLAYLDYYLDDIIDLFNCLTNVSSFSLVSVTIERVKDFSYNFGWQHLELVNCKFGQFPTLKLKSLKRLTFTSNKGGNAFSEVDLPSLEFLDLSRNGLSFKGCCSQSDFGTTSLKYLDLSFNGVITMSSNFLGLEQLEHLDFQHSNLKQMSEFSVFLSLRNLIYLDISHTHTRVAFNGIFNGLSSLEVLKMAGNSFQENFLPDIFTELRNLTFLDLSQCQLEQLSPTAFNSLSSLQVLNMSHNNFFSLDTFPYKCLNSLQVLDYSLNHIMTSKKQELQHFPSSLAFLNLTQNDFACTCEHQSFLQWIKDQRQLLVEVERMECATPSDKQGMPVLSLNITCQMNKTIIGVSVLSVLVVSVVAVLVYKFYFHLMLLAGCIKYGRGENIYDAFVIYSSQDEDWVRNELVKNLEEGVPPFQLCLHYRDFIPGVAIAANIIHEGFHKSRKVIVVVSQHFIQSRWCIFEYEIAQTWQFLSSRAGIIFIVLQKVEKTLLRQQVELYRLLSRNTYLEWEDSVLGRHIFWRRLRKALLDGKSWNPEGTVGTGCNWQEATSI
Target sequence (Q99836 whole entry, looked up): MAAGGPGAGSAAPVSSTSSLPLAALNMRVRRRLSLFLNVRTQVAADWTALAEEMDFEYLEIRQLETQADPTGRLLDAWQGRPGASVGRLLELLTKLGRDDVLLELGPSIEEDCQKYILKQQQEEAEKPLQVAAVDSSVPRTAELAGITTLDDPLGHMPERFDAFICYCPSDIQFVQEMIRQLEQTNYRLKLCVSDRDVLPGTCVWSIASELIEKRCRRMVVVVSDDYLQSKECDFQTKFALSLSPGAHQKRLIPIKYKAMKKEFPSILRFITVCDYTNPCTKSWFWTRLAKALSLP
NF-kB expr up = NF-kB expression increase, human neuronal cells. NF-kB reporter expression; stronger effect = higher value. fold change at 12.5 µM. 190,000 compounds, 1.6% hits. AID 1239; in the data active = fold change above about 3.3
STAT3 activator = activators of IL-6 induced STAT3 signaling; AID 871; 190,000 compounds, 0.91% hits; activation (% of control), % at 5.6 µM; U3A cells, IL-6 STAT3-luciferase reporter, luminescence; 100% = signal with IL-6 EC80 alone;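 active = activation above the screen-wide mean of compound activation plus 3 SD, cut at about 130% in these data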;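 also: 0% = background luminescence of wells with medium and substrate only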
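Test system: human U3A cells carrying STAT3-luciferase construct; control set: IL-6-only wells as 100% reference; timing: compound pre-incubation 1 h before IL-6, then 6 h stimulation at 37 °C; also added: IL-6 stimulus at 33 ng/mL final; evaluation: % activation versus median of IL-6-stimulated wells; detection: reporter luminescence signal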
STAT1 blocker = inhibitors of IFN-gamma induced STAT1 signaling; 200,000 compounds, 0.35% hits; AID 920; NIH 3T3 STAT1-luciferase reporter, luminescence; inhibition, % at 5.5 µM;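 active = inhibition above a set limit, the mean inhibition across all tested compounds plus 3 SD, cut at about 34% in these data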;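 also: 0% = IFN-gamma with DMSO and 100% = IFN-gamma with 300 µM nifuroxazide; values of inactives mirror those of a sister screen read the other way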
STAT3 inh = reduces IL-6 driven STAT3 reporter signal. U3A cells, IL-6 STAT3-luciferase reporter, luminescence; host cell line lacks STAT1. inhibition, % at 5.5 µM. 190,000 compounds, 0.89% hits. AID 862;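 active = inhibition above the mean inhibition across all screened compounds plus 3 SD, cut at about 44% in these data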;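 also: 0% = DMSO only wells and 100% = 100 µM nifuroxazide control wells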
* hit, by the source's call; x = no result given.

SMILES	Efa HMGR inh	STAT1 blocker	STAT1 act	STAT3 inh	NF-kB expr up	APP 5'UTR act	STAT3 activator	TLR4-MyD88 BLA	Hsp70 activator	Redox H2O2 prof
CCCCc1nc(N2CCOCC2)c(C#N)c2c1COC(C)(C)C2	-6	2	98	5	0.54	2	98	-8	-0.3	1.5
O=C(Cn1ncc2c(=O)oc3ccccc3c21)N1CCCc2ccccc21	-2	-7	106	-9	0.76	-2	113	15	0.1	2.1
COc1ccc2[nH]c3ccccc3c2c1	-4	-7	107	18	1.2	20	88	7	-0.3	0.0
CCOc1ccc(NC(=O)CSC(N)=O)cc1	-1	-8	109	9	1.4	-5	98	5	0.0	0.5
CCc1ccccc1NC(=O)CSc1ncn[nH]1	1	-3	103	6	1.4	21	97	6	-0.3	1.9
CCC(=O)NC(=S)Nc1ccc(Cl)cn1	-13	-1	101	11	1.5	-1	95	-8	-0.1	-3.0
CC(=O)Nc1cccc(NC(=O)CCCC(=O)O)c1	2	-4	104	-2	1.1	-3	106	1	-0.3	0.9
CCOc1ccc(CCNC(=O)COC(=O)c2ccc(OC)c(OC)c2OC)cc1OCC	3	2	98	1	1.4	14	103	12	0.1	-2.4
COc1ccc(C(C#N)N2N=C(c3ccccc3)CC2c2ccccc2)cc1OC (stereo not drawn)	-7	-14	112	12	1.8	55	92	1	-0.4	0.6
CCn1c(=O)c(C(=O)CN2CC(C)OC(C)C2)c(N)n(Cc2ccccc2)c1=O (stereo not drawn)	6	0	100	2	1.1	19	103	-2	0.0	1.9
CCCOc1ccc(-c2c(C(=O)N/N=C/c3ccc(OCC)cc3)nnn2-c2nonc2N)cc1	-8	-6	105	-11	0.89	-1	111	7	-0.3	0.3
CCN(CC(=O)Nc1ccc(C)c(F)c1)CC(=O)NC(C)C	-3	-3	102	1	0.86	0	101	-14	-0.2	-1.4
Cc1nc(N/N=C/c2ccccc2)nc(N(C)c2ccccc2)c1[N+](=O)[O-]	-11	7	94	12	1.2	1	94	8	0.1	0.3
NC(N)=NS(=O)(=O)c1ccc(NC(=S)NC(=O)/C=C/c2ccco2)cc1	-6	8	93	-2	1	2	98	4	-0.5	0.1
CN=c1scc(C)n1/N=C/c1ccc(O)cc1	-2	-16	114	25	12*	93	85	0	0.0	0.7
CCc1ccc(-c2cc(C(=O)NCc3ccco3)c3ccccc3n2)s1	-6	-4	103	10	1.3	23	92	-6	-0.1	0.8
CCOC(=O)c1c(C)oc2c1c1c(c3ccccc32)OCN(Cc2ccccn2)C1	-4	-7	107	-63	2.2	25	150*	-2	-0.4	1.0
CCOc1ccc(CN(C)C(=O)c2cccnc2SC)cc1OC	0	0	100	-1	1.2	-7	108	6	0.1	0.5
O=C(c1ccc2c(c1)OCO2)N1CCN=C1SCc1cccnc1	-2	8	92	16	1.1	10	94	-7	-0.2	-0.5
CCOC(=O)c1ccccc1NC(=O)Cn1cnc2c1c(=O)n(C)c(=O)n2C	-11	0	100	3	1.2	6	98	1	0.5	0.1
CC1CC(C)(C)NC(=S)N1CCCC(=O)Nc1ccc(F)cc1 (stereo not drawn)	0	-5	103	-5	1	-2	111	-5	-0.2	0.8
CN(C)CCOCCOc1ccccc1-c1ccccc1	-7	0	100	7	1	-5	95	7	-0.5	2.0
O=C(Cc1ccccc1)Nc1cccc(-c2nnc(-c3ccco3)o2)c1	-5	7	93	24	0.75	12	81	-4	-0.2	1.4
CN(C)C(CNC(=S)Nc1cccc(Cl)c1)c1cccnc1 (stereo not drawn)	-2	2	97	7	1.1	-11	96	-3	0.0	-0.2
CC(C)C(C(=O)NCC1CCCO1)N(Cc1ccco1)C(=O)CNS(=O)(=O)c1ccc(F)cc1 (stereo not drawn)	-3	-1	101	7	1.2	20	98	10	-0.1	1.5
CC(C)CC(=O)O/N=C1\C(=O)N(c2ccccc2)c2ccccc21	2	0	100	13	0.79	12	95	-15	-0.3	-3.1
Fc1cccc(Cc2noc(CN3CCOCC3)n2)c1	-6	-6	105	12	1.2	-1	99	2	0.5	1.1
CC(=O)n1cc([C@H]2C=C(C(=O)N3CCN(Cc4ccc5c(c4)OCO5)CC3)O[C@@H](OCc3ccc(CO)cc3)C2)c2ccccc21	-1	0	102	x	0.43	-17	x	-6	0.5	0.3
CC1(C)C2CCC1(C)C(NC1=NCCC1)C2 (stereo not drawn)	-2	14	87	-3	1	-11	105	7	-0.4	-0.8
CCOC(=O)C1=C(CNCc2ccccc2Cl)NC(=O)NC1c1ccc2c(c1)OCO2 (stereo not drawn)	-8	17	88	12	0.73	-4	92	-1	-0.1	-0.7
CCCN(CC(=O)Nc1ccccc1Br)CC(=O)Nc1ccc(F)c(F)c1F	-5	2	98	5	3	-9	97	-2	-0.2	0.4
COc1ccc2ccc(=O)oc2c1CC=C(C)C	3	-4	104	-10	1.3	2	106	-13	-0.3	0.5
O=c1cc(O)nc(SC23CC4CC(CC(C4)C2)C3)[nH]1	-2	4	97	-1	1.2	0	103	1	0.1	0.0
C/C=C(\C)C(=O)NCCN1C2=NC[C@H](Cc3ccc(O)cc3)N2C[C@@H]1Cc1ccc(OC)cc1	-10	-1	103	x	1.2	-6	x	-8	-0.1	0.6
COc1ccc(-c2csc3nc(-c4cccnc4)nc(Cl)c23)cc1OC	-3	16	85	18	1.4	36	85	-2	-0.3	-1.0
N/C(=N\NC(=O)c1sccc1OCc1ccc(Cl)cc1Cl)c1ccccn1	-1	12	88	25	0.53	-61	82	18	-0.1	-0.4
CC(=O)Nc1cccc(NC(=O)COc2nncc3ccccc23)c1	-3	2	98	4	1	-7	99	-8	-0.1	-0.5
CCCCN(C)S(=O)(=O)c1ccc(C(=O)N(CCN(C)C)c2nc3ccc(C)cc3s2)cc1	4	-14	114	7	1.4	13	95	8	-0.1	-0.6
O=c1cc(-c2ccccc2)[nH][nH]1	3	-1	104	5	1	19	98	-13	0.8	0.5
CCOc1ccc(C2c3cc(OC)c(OC)cc3CC(=O)N2c2ccc(OC)cc2)cc1 (stereo not drawn)	0	-6	105	13	1.2	-3	93	0	-0.1	-4.0
Cc1cc(C)n(C(=O)COc2ccc([N+](=O)[O-])cc2)n1	1	4	97	-3	1.4	-6	106	-23	-0.3	-0.1
Oc1ccc(/C=N/Nc2nc(N3CCCCCC3)nc(N3CCCCCC3)n2)c(O)c1	-1	-3	101	20	0.9	-5	84	-5	-0.4	0.0
CCSc1nnc(NC(=O)c2csc3c2CCC(C)C3)s1 (stereo not drawn)	0	-3	103	5	0.97	7	97	-1	0.1	0.2
Cc1cc(C=O)c(C)n1-c1ccc(Cl)c(C(=O)O)c1	-3	-2	101	2	1.1	-11	103	-19	0.0	-0.5
CCc1cccc2c(C(=O)CCl)c[nH]c12	4	12	89	3	1.1	-12	102	1	-0.2	0.4
CC(=O)NCC(=O)N(C)C(C(=O)Nc1ccc(C(C)C)cc1)c1ccccc1 (stereo not drawn)	-1	1	99	8	0.93	26	98	2	0.1	0.2
Cc1ccc(NC(=O)NC(=O)CSc2n[nH]c(N)n2)c(C)c1	3	3	96	10	0.89	19	98	-4	0.1	0.2
CCCNC(=O)COC(=O)c1ccc(N2CCCC2)c([N+](=O)[O-])c1	1	-1	101	8	1.1	-7	98	20	0.8	-0.1
COc1ccc(C(=O)N/N=C/c2sc3ccccc3c2O)cc1	-1	12	88	17	2.4	-51	87	-1	-0.2	-0.1
O=C(COC(=O)c1ccccn1)NCCCc1ccccc1	-6	-15	114	1	1.2	10	103	7	-0.1	0.1

Later entries
SMILES	Efa HMGR inh	STAT1 blocker	STAT1 act	STAT3 inh	NF-kB expr up	APP 5'UTR act	STAT3 activator	TLR4-MyD88 BLA	Hsp70 activator	Redox H2O2 prof
COc1ccc(CCNC(=O)CCc2nc3ccccc3[nH]2)cc1OC	-3	2	98	-3	1.1	-2	108	-1	-0.3	-0.8
Cc1cccc(C)c1N=C1NN=C(c2ccccc2F)CS1	-9	8	93	9	1.2	33	94	12	-0.3	0.5
O=C(NCCCn1ccnc1)c1cccc(S(=O)(=O)Nc2ccccc2F)c1	x	0	100	1	1.1	-2	102	2	-0.3	0.8
CN(C)S(=O)(=O)N(CC(=O)N1CCOCC1)c1ccccc1	-1	1	99	4	1.2	-10	99	-4	0.6	-0.5
CCN(C(=O)COC(=O)COc1ccc2c(C)cc(=O)oc2c1)C1CCS(=O)(=O)C1 (stereo not drawn)	-2	4	96	14	1.1	4	92	-2	-0.3	1.4
Cc1ccc(S(=O)(=O)N2CCCC2C(=O)OCc2ccccc2)cc1 (stereo not drawn)	0	-7	106	-4	1.2	-5	101	16	-0.1	0.9
Cc1ccc(NNc2c(C)nc3ccccc3nc2=O)cc1	-1	-24	121	26	1.3	-7	83	-8	-0.1	-1.9
CC1CCN(C(=O)c2scc3c2OCCO3)CC1	-3	-2	102	1	1.1	18	103	6	-0.2	-0.1
CC(=O)Nc1ccc(S(=O)(=O)NCC(C)NS(=O)(=O)c2ccc(NC(C)=O)cc2)cc1 (stereo not drawn)	2	-5	104	-1	1.7	0	103	-11	-0.5	0.2
O=C(NCc1ccccc1)c1cc(-n2cnnc2)ccc1Cl	-3	-2	102	5	0.95	15	99	8	-0.1	0.3
COc1ccc(Cl)cc1NS(=O)(=O)c1cc(Cl)ccc1OC	-3	0	104	-4	1.2	-12	104	-1	-0.3	0.1
O=C(CN1CCNCC1)Nc1ccccc1Cl	3	0	100	11	1.1	-4	99	-9	0.2	-0.1
CCOc1ccc(CC(=O)NNC(=S)NC2CCCCC2)cc1OCC	2	0	100	5	1	x	101	5	0.0	1.4
CCOC(=O)CSC1=C(C#N)C(=O)NC(c2ccc(OC)cc2)S1 (stereo not drawn)	-5	3	93	-1	1.1	-4	101	-3	-0.4	0.4
CCOC(=O)c1c(NC(=O)c2cc(C(C)C)on2)sc(C(C)=O)c1C	-4	-7	106	-29	1.2	-7	128	6	-0.2	0.0
COc1ccc(CCn2nnc(-c3ccc(NC(C)=O)c(Cl)c3)n2)cc1	1	-3	103	-2	1.1	4	105	-16	0.5	1.3
COc1cccc(C(=O)N2c3ccccc3Sc3ccccc32)c1	-5	4	96	4	1.1	1	97	6	-0.3	0.6
COc1ccc([N+](=O)[O-])cc1N(CC(=O)N1CCOCC1)S(C)(=O)=O	-2	-13	110	17	0.93	-5	93	-18	-0.4	-0.3
COCCn1c(SCC(N)=O)nnc1-c1c[nH]c2ccccc12	3	3	97	6	1.1	x	103	-19	-0.3	1.5
